Screens: PubChem BioAssay, National Center for Advancing Translational Sciences (NCATS)
RXFP1 ag – RXFP1 (human) receptor agonism. actives 0.3% (n = 370,000). Q9HBX9. HEK293T-RXFP1 cAMP TR-FRET, 30 min; response scale: percent of porcine relaxin response, buffer zero. Potency, µM (series often up to 57.5 µM), without a hit: at the highest dose activation, most hits filed as activators; further: potency means the concentration at half of the fitted maximal effect; on the % scale 0 is the no-effect control and ±100 the full control effect; nearly all actives have a fitted effect of over 60% in size; many of its hits are not listed in these tables
Target sequence (Q9HBX9 whole entry, looked up): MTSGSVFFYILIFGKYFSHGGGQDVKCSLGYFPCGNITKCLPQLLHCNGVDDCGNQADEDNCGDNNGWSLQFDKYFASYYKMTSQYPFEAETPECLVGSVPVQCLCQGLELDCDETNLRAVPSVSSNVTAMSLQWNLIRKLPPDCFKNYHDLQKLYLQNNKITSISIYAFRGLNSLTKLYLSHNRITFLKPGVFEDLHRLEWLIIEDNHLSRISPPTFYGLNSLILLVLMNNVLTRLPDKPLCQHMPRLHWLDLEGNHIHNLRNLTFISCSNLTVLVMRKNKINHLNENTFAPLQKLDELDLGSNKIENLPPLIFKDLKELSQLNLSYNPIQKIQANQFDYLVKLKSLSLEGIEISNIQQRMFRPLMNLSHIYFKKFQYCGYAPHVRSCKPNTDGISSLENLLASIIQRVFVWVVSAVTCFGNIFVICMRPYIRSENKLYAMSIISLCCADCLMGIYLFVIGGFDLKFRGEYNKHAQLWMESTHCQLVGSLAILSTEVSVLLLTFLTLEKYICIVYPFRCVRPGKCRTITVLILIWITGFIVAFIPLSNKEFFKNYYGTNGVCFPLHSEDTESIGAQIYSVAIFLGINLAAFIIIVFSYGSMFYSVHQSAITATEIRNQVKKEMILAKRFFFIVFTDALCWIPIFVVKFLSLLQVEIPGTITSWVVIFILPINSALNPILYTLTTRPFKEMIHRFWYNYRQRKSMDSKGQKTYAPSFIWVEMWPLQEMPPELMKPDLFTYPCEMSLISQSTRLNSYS
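cAMP rise read by TR-FRET after 30 min, 37C compound exposure (up to 58 uM) in RXFP1-transfected HEK293 cells with Ro 20174 present. EC50 from Hill-equation fits, with 29 nM porcine relaxin as 100% and buffer as basal.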
GRP78 ERSR act – induces the endoplasmic reticulum stress response in human glioma cells; U87-MG GRP78 promoter luciferase reporter, 16 h; Potency, µM, for inactives: top-dose activation, most hits filed as activators; actives 0.02% (n = 420,000); further: potency means the concentration at half of the fitted maximal effect; series mostly up to about 76 µM; % of control where 0% means no effect; nearly all actives have a fitted effect of over 35% in size
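Stably transfected U87-MG glioma cells carrying a GRP78-based luciferase sensor; 16 h compound incubation. Luminescence end-point read 10 min after Bright-Glo addition at room temperature.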
D1 ag – activates the human D1 dopamine receptor; actives 1% (n = 360,000); P21728; AID 504660; activation, % at 2 µM; HEK293 T-REx D1 cells, calcium flux, agonist mode; in the data active means activation above about 30%; further: 0% is about no effect
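Agonism was scored from calcium flux recorded over 180 s (1 read/s) after pintool compound addition, following a 10-cycle baseline. Cells were inducible force-coupled HEK293 TREx D1, plated overnight at 30 C and loaded with no-wash calcium dye.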
D2 potentiator – positive allosteric modulators of human D2 dopamine receptor | potentiation, % at 10 µM | HEK293 T-REx D2, calcium flux, EC20 dopamine potentiation | P14416 | actives 0.34% (n = 340,000);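 active means potentiation over 3 SD above the plate norm, cut at about 30% in these data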; further: 0% is about no effect
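Potentiation of an EC20 dopamine calcium response is measured in a force-coupled, tetracycline-inducible Hek293 Trex D2 line. Compound-only kinetic reads over 180 s flag agonists before dopamine addition.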
D1 antagonist – blocks dopamine activation of the human D1 receptor; P21728; HEK293 TREx D1 cells, calcium flux, dopamine EC80; stronger effect = lower value; activity change, negative = inhibition, % at 10 µM; actives 3.2% (n = 360,000); in the data active means activity change below about -30%; further: on the % scale 0 is the no-effect control and ±100 the full control effect
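After overnight tetracycline induction at 30 C, force-coupled D1 HEK293 cells took up a no-wash calcium dye at room temperature. Compounds were added and monitored 180 s, and the response to EC80 dopamine was then recorded.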
RXFP1 antagonist – antagonists of human relaxin receptor RXFP1. Q9HBX9. HEK293-RXFP1, relaxin-stimulated cAMP HTRF, 30 min; stronger effect = lower value. activity change, negative = inhibition, % at 57.5 µM. actives 0.59% (n = 350,000). AID 1259400;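 active means activity change of -60% or lower, but not beyond a set lower limit; inconclusive means change between -60% and -40%, or beyond the set limit; inactive means change above -40%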; further: on the % scale 0 is the no-effect control and ±100 the full control effect
Vif-A3G inh – Vif-A3G binding inhibition | AID 602310 | actives 0.076% (n = 410,000) | HeLa A3G-eYFP + Vif (tagged APOBEC3G with the HIV-1 protein that degrades it), YFP fluorescence, overnight | Potency, µM (top dose mostly 46.1 µM), without a hit: top-dose activity, negative = active, actives largely listed as inhibitors;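 further: potency means the concentration at half of the fitted maximal effect; on the % scale 0 is the no-effect control and ±100 the full control effect; nearly all actives have a fitted effect of over 60% in size; hits raise eYFP signal because A3G escapes Vif-driven loss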
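HeLa cells stably expressing Vif and C-terminally eYFP-tagged A3G, seeded overnight at 37 deg C, then exposed to compound by pintool overnight at 37 deg C. Rise in yellow fluorescence (Ex 488/Em 500-530, Acumen) marks blocked Vif-driven A3G degradation.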
D1 potentiator – human D1 dopamine receptor positive modulation | AID 504651 | actives 0.036% (n = 360,000) | potentiation, % at 10 µM | HEK293 TREx D1 cells, calcium flux, dopamine EC20 potentiation; in the data active means potentiation above about 30%; further: 0% is about no effect
Vif-A3F inh – blocks the Vif interaction with APOBEC3F; HeLa A3F-eYFP + Vif (tagged APOBEC3F with the HIV-1 protein that degrades it), YFP fluorescence increase; Potency, µM (top dose mostly 46.1 µM), inactives show top-dose activity, negative = active; actives 0.2% (n = 390,000); AID 602313; further: potency means the concentration at half of the fitted maximal effect; % of control where 0% means no effect; nearly all actives have a fitted effect of over 65% in size
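Fluorescence increase (Ex 488/Em 500-530) after overnight compound treatment at 37 deg C flags inhibition of Vif-driven A3F-eYFP loss in stable HeLa A3F-eYFP/Vif cells seeded overnight beforehand.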
Active calls of the source: *; ? = inconclusive; nt = not tested or not shown. Unless noted, the call rests on the fitted dose curve; in most records, active means well fitted curve in the direction sought with a large enough effect; inconclusive means small, poorly fitted or top-dose-only effect, or another doubt; inactive means no such curve, though single readings can be large; an effect the other way counts as inactive or inconclusive.

#	molecule	RXFP1 ag	GRP78 ERSR act	D1 ag	D2 potentiator	D1 antagonist
1	Cc1cccc(C)c1NC(=O)Cn1c(=O)n(CCCC(=O)NC2CCN(Cc3ccccc3)CC2)c(=O)c2ccccc21	-0.2%	-2%	-4	-21	-4
2	O=C(CC1NCCc2ccccc21)Nc1ccccc1Cl (centres undefined)	-0.5%	2%	1	-11	-4
3	N#C/C(=C1/CCCN1)c1ccccn1	-0.1%	-3%	-1	11	nt
4	c1ccc(-c2nc(N3CCCCCC3)c3ccccc3n2)nc1	2.2%	-3%	-2	-14	4
5	O=C(/C=C/c1c(Cl)nc2ccccn12)N1CCCCC1	11%	5%	2	1	-11
6	CC(C)Cn1c2c(c(O)c(C(=O)Nc3nc4ccccc4s3)c1=O)CCCC2	1.7%	1%	3	-12	16
7	CC1=C(C(=O)N2CCOCC2)C(c2c(C)cc(C)cc2C)NC(=S)N1 (centres undefined)	0.6%	-5%	3	5	-7
8	COc1ccccc1N1CCN(C(=O)CCc2nnc3ccc(N4CCOCC4)nn23)CC1	23%	-8%	0	-2	-3
9	CN(c1ccccc1)c1nc(N)c(C#N)c(CC#N)c1C#N	1.2%	-1%	4	-4	-9
10	CCOc1ccc(C2C3=C(CCCC3=O)N(CC(=O)O)C3=C2C(=O)CCC3)cc1	4.2%	-2%	9	-7	3
11	O=C(/C=C/c1ccc([N+](=O)[O-])cc1)N1CCN(c2ccccc2F)CC1	1.5%	2%	1	6	4
12	NC(=S)N/N=C/c1ccc2ccccc2c1	1.6%	3%	0	-13	-26
13	CC(=O)NC(Cc1cccc(C)c1)C(=O)NC1CCN(C(=O)c2ccc([N+](=O)[O-])cc2)CC1 (centres undefined)	5.0%	-6%	1	3	-3
14	CCCN(CCC)C(C(=O)Nc1cccc(OC)c1)c1ccccc1 (centres undefined)	1.0%	-2%	2	3	-15
15	CC(=O)c1sc(NC(=O)C(C)C)nc1C	8.9µM*	-1%	3	-13	11

#	RXFP1 antagonist	Vif-A3G inh	D1 potentiator	Vif-A3F inh
1	5	-4%	2	4%
2	-6	2%	-1	-7%
3	16	-3%	-4	2%
4	-4	3%	3	-4%
5	13	-1%	-2	1%
6	-3	1%	0	10%
7	10	-2%	0	9%
8	45	-1%	-7	-3%
9	0	-14%	0	8%
10	4	2%	36*	-1%
11	-19	2%	-3	4%
12	9	-15%	-6	2%
13	-11	0%	-3	-3%
14	-7	-6%	-6	-1%
15	8	0%	-10	nt

Five structures out of the list, arranged by count of non-hydrogen atoms, largest number first.
#	molecule	RXFP1 ag	GRP78 ERSR act	D1 ag	D2 potentiator	D1 antagonist
10	CCOc1ccc(C2C3=C(CCCC3=O)N(CC(=O)O)C3=C2C(=O)CCC3)cc1	4.2%	-2%	9	-7	3
11	O=C(/C=C/c1ccc([N+](=O)[O-])cc1)N1CCN(c2ccccc2F)CC1	1.5%	2%	1	6	4
4	c1ccc(-c2nc(N3CCCCCC3)c3ccccc3n2)nc1	2.2%	-3%	-2	-14	4
5	O=C(/C=C/c1c(Cl)nc2ccccn12)N1CCCCC1	11%	5%	2	1	-11
3	N#C/C(=C1/CCCN1)c1ccccn1	-0.1%	-3%	-1	11	nt

#	RXFP1 antagonist	Vif-A3G inh	D1 potentiator	Vif-A3F inh
10	4	2%	36*	-1%
11	-19	2%	-3	4%
4	-4	3%	3	-4%
5	13	-1%	-2	1%
3	16	-3%	-4	2%

(list continues)
#	molecule	RXFP1 ag	GRP78 ERSR act	D1 ag	D2 potentiator	D1 antagonist
16	CC(C)CCNC(=O)C1c2ccccc2Oc2ccccc21	-0.1%	2%	3	-14	1
17	Cc1cccc2cc3c(N)c(C#N)sc3nc12	3.7%	-5%	12	-6	-7
18	N=C1C(c2nc(-c3cccc([N+](=O)[O-])c3)cs2)=C(O)CN1NC(=O)c1ccco1	2.6%	4%	3	-1	-2
19	COC(=O)C1=C(C(=O)OC)[C@@H]2N(Cc3ccccc3)c3ccccc3[C@@]23C[C@@H](CO)N(C(=O)NC2CCCC2)C3=N1	0.0%	-5%	2	0	25
20	CN(Cc1nc2ccccc2n1C)S(=O)(=O)c1ccc(F)cc1	0.6%	1%	1	-5	-2
21	O=C(Cn1c(=O)c2c(ncn2C2CCCC2)n(Cc2ccccc2)c1=O)N1CCc2ccccc21	-0.5%	-2%	5	20	-17
22	COc1ccc(NC(=O)CC2C(=O)N(C)C(=S)N2Cc2ccco2)cc1 (centres undefined)	0.1%	-2%	1	4	1
23	COc1ccc(/C=C2\SC(N3CCc4ccccc4C3)=NC2=O)cc1OC	1.3%	3%	1	-20	19
24	CN(NC(=O)c1ccco1)c1nc2ccccc2nc1C(F)(F)F	0.8%	-1%	10	-7	-20
25	Cc1noc(C)c1C(=O)OCC(=O)NC(=O)c1ccc(C(C)(C)C)cc1	nt	-3%	nt	nt	nt
26	Cc1ccc(-c2nnc(N3CC(C)OC(C)C3)c3ccccc23)cc1 (centres undefined)	0.7%	1%	1	5	-9
27	CCCn1c(=O)c2ccccc2n2c(SCC(=O)c3ccc(F)cc3)nnc12	-1.4%	nt	0	7	3
28	Cc1cccc(NC(=O)c2cccc([N+](=O)[O-])c2O)c1C	nt	-8%	nt	nt	nt
29	COc1ccc(CCC(=O)N2CCc3ccccc32)cc1	0.6%	3%	3	-8	10
30	COC(=O)c1ccc(Cl)c(NC(=O)NC2CCCCC2)c1	0.7%	-6%	3	-17	28

#	RXFP1 antagonist	Vif-A3G inh	D1 potentiator	Vif-A3F inh
16	12	0%	1	-20%
17	15	-1%	2	-1%
18	1	-2%	-3	1%
19	nt	-7%	3	6%
20	-7	-1%	1	0%
21	-6	-1%	4	-7%
22	8	-4%	12	-1%
23	10	?	-11	1%
24	9	3%	-5	11%
25	-8	-4%	nt	-1%
26	-6	-2%	-1	-2%
27	nt	nt	-9	nt
28	0	-15%	nt	3%
29	-13	-1%	9	-8%
30	4	-13%	2	1%

Next part:
#	molecule	RXFP1 ag	GRP78 ERSR act	D1 ag	D2 potentiator	D1 antagonist
31	Cc1ccc(C(=O)Nc2ccc3c(c2)OCCO3)cc1S(=O)(=O)N1CCOCC1	nt	-1%	nt	nt	nt
32	N#Cc1cnc(=S)n(-c2cc(C(F)(F)F)cc(C(F)(F)F)c2)c1N	nt	-6%	nt	nt	nt
33	CC1CC(C)CN(C(=O)Cn2c(SCC(=O)N3CCc4ccccc4C3)nc3ccccc32)C1 (centres undefined)	0.0%	-7%	1	6	-65*
34	COc1ccc(C(=O)/C=C2\NCC3c4ccccc4CCN3C2=O)cc1 (centres undefined)	-0.5%	6%	2	12	-13
35	Cc1ccc2cc(CCNC(=O)CCCc3ccccc3)c(=O)[nH]c2c1C	13%	1%	1	0	-16
36	C=CCn1cnc2scc(-c3ccccc3)c2c1=O	2.5%	-5%	1	-1	29
37	CCC(C)NC(=O)Cn1c(=O)n(-c2ccc(C)c(C)c2)c(=O)c2c(C)c(C(=O)N(CC)CC)sc21 (centres undefined)	2.2%	-1%	1	-2	-8
38	COc1ccc(/C=N/NC(=O)CN(C)S(=O)(=O)c2ccc(NC(C)=O)cc2)cc1	-1.5%	-2%	2	-6	0
39	COc1ccc(CC(=O)Nc2ccc(S(=O)(=O)Nc3nccc(C)n3)cc2)cc1	-1.0%	-6%	2	14	0
40	CCOc1ccc(-c2nnn(CC(=O)NCc3ccco3)n2)cc1OCC	1.0%	-2%	1	0	0
41	C[C@@H]1CN([C@@H](C)CO)C(=O)CCCn2nncc2CO[C@H]1CN(C)S(=O)(=O)c1ccccc1F	nt	-6%	nt	nt	nt
42	CCOC(=O)C1CCN(c2cc3c(cc2NC(=O)c2ccc(Cl)cc2)n(C)c(=O)n3C)CC1	4.3%	-5%	-1	0	-4
43	COC(=O)C1CCN(C(=O)c2cc3ccccc3oc2=O)CC1	1.4%	7%	2	0	-5
44	Cc1cc(NC(=O)CSc2ncn[nH]2)no1	-2.6%	2%	3	11	-11
45	O=C(CSc1nnc(NC(=O)c2ccccc2C(=O)O)s1)Nc1ccccc1Cl	-1.8%	-4%	-1	5	5

#	RXFP1 antagonist	Vif-A3G inh	D1 potentiator	Vif-A3F inh
31	-14	?	nt	?
32	5	-5%	nt	-6%
33	5	-1%	6	2%
34	3	-2%	5	-1%
35	6	-4%	-1	-3%
36	-1	2%	-4	-1%
37	-1	-1%	-3	1%
38	-3	-4%	-7	10%
39	-4	1%	-2	0%
40	-2	2%	-1	-6%
41	7	0%	nt	-9%
42	-2	-5%	4	-21%
43	-2	1%	7	-10%
44	-7	3%	2	4%
45	7	-3%	1	15%

More structures:
#	molecule	RXFP1 ag	GRP78 ERSR act	D1 ag	D2 potentiator	D1 antagonist
46	CCCCCNC(=O)C1CC(=O)OC12CCCCC2 (centres undefined)	0.1%	-7%	3	8	20
47	CC1CC(C)CN(CC(=O)Nc2ccc3c(c2)OCCO3)C1 (centres undefined)	0.6%	1%	6	-5	22
48	CC(NC(=O)C(=O)N1CCOCC1)C(c1cccs1)N1CCN(c2ccccc2F)CC1 (centres undefined)	5.1%	20%	7	-1	11
49	CCC1(c2ccccc2)NC(=O)N(CC(=O)Nc2ccc(S(=O)(=O)N3CC(C)CC(C)C3)cc2)C1=O (centres undefined)	0.3%	-6%	2	-4	-2
50	O=C1C=CC(=O)N1Nc1ccc(Br)cc1	-1.0%	-4%	9	-14	5
51	Cc1ccc(Cn2c(C(=O)O)c(CNC3CCCCCC3)c3ccc(C)cc32)cc1	-1.4%	-3%	1	0	18

#	RXFP1 antagonist	Vif-A3G inh	D1 potentiator	Vif-A3F inh
46	-15	0%	-1	0%
47	-14	-1%	-6	nt
48	-9	0%	4	-1%
49	-17	1%	-5	2%
50	-7	-3%	-5	15%
51	nt	1%	-4	1%

The list is partial (hit frequency here may not be typical).
